# Compound activity: PubChem BioAssay, several laboratories
# GC-B act: GC-B (human) receptor activation. P20594. HEK293-GC-B cells, CNP EC30, cGMP TR-FRET; 0% at EC30 CNP, 100% saturating CNP. AID 1920062. activation, % at 10 µM. 370,000 compounds, 0.11% hits;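 active = activation at 10 µM reaching about 35% in either raw or pattern-adjusted values, limit read from the data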
# hgDAF-12 ag: hgDAF-12 agonism, primary luciferase screen. activation, % at 6.8 µM. 370,000 compounds, 1.8% hits. AID 687014. HEK293 GAL4-hgDAF12 UAS-luciferase reporter, agonist luminescence; normalized to butyrate control;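 active = activation above a cutoff set at the mean of all screened compounds plus 3 SD, cut at about 10% in these data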;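 note: 0% = DMSO wells and 100% = sodium butyrate wells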
# HGIII-sPLA2 inh: Blocks human group III sPLA2 activity; QFRET BODIPY PC-A2 liposome hydrolysis, fluorescence; inhibition, % at 12.2 µM; 370,000 compounds, 0.56% hits; Q9NZ20;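 active = inhibition above mean plus 3 SD of compounds lying within the high and low control bounds, cut at about 19% in these data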;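 note: 0% = median of test compound wells and 100% = no enzyme DMSO wells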
# DAX1 inh-1: blocks DAX1 repression of SF-1 activated StAR promoter | HEK293T StAR-luciferase reporter, SF-1/DAX-1 repression relief | inhibition, % at 6.8 µM | 370,000 compounds, 1.1% hits | AID 652010;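 active = inhibition above the mean over all tested compounds plus 3 SD, cut at about 3.6% in these data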;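 note: 0% = DAX-1 cells with DMSO and 100% = cells lacking DAX-1 with DMSO; higher inhibition means more luminescence from relief of DAX-1 repression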
# KLK7 zymogen act: activators of human kallikrein-7 zymogen. P49862. purified proKLK7, EDANS-DABCYL substrate fluorescence; 100% is mature enzyme control, 0% vehicle. activation, % at 7 µM. 370,000 compounds, 0.9% hits;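 active = activation above the mean of all tested compounds plus 3 SD, computed per campaign excluding outliers beyond control limits, cut at about 13% in these data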
# NPR1 activator: GC-A (human) enzyme activation. P16066. HEK293 GC-A cells, cGMP TR-FRET, EC30 ANP; 0% at EC30 ANP, 100% saturating ANP. activation, % at 10 µM. 370,000 compounds, 0.14% hits; in the data active = activation above about 40%
# Target sequence (P16066 whole entry, looked up): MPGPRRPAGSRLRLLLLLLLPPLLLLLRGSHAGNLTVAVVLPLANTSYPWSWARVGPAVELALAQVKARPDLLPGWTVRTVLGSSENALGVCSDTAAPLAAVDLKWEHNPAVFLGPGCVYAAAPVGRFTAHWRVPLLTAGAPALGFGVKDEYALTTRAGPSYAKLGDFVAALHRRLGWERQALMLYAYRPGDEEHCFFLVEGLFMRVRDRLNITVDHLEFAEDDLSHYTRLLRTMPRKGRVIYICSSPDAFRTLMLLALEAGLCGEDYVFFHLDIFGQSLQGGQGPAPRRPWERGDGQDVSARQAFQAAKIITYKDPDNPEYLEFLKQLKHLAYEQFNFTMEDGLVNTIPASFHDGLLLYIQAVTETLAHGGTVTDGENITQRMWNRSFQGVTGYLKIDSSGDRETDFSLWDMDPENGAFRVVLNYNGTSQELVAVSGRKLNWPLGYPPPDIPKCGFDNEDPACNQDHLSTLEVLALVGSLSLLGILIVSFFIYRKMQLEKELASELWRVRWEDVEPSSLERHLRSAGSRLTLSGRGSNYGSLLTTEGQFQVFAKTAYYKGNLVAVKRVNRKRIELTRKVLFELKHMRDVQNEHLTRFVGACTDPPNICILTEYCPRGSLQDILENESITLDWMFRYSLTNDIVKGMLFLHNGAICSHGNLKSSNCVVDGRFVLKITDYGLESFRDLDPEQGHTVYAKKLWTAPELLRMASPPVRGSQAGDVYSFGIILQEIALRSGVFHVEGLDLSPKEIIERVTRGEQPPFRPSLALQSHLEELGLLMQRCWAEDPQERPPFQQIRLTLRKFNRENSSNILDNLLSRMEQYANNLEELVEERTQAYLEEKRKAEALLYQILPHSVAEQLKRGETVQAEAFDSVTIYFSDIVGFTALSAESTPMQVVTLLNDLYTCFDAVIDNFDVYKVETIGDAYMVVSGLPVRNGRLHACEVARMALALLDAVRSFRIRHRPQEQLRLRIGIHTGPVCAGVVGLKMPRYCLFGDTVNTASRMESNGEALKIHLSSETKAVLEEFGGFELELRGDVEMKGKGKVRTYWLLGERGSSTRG
# FXN GAA850 act: activators of GAA850 frataxin (FXN) promoter; HEK293 lucGAA850 FXN promoter luciferase reporter, 24 h; percent of 10 µM SAHA response; activation, % at 6 µM; 360,000 compounds, 0.56% hits; AID 540364;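 active = activation above the average of all compounds screened plus 3 SD, cutoff fixed separately per campaign, cut at about 7.5% in these data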;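 note: 0% = DMSO wells and 100% = 10 µM SAHA wells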
# hcDAF-12 act: activators of H. contortus DAF-12 nuclear receptor | activation, % at 6.8 µM | 370,000 compounds, 1.4% hits | HEK293 hcDAF-12 lit1-tk-luc reporter, luminescence; 0% DMSO, 100% Δ7-dafachronic acid;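 active = activation above the mean of all tested compounds plus 3 SD, cut at about 5.5% in these data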;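 note: 100% = response to 3 µM Δ7-dafachronic acid high control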
# SMARCA2 act: increases SMARCA2 function in MMTV reporter cells. MG213 cells, MMTV-luciferase reporter, dexamethasone, overnight. activation, % at 9.1 µM. 370,000 compounds, 1% hits. AID 652017; in the data active = activation above about 7.8%;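 note: 0% = vehicle wells and 100% = reference activator wells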
# ssDAF-12 act: S. stercoralis DAF-12 activation, primary screen. HEK293 ssDAF-12/GRIP1 lit1-tk-luc reporter, luminescence; % of 3 µM dafachronic acid response. activation, % at 6.8 µM. 370,000 compounds, 1% hits. AID 652126;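 active = activation above the mean over all tested compounds plus 3 SD, cut at about 0.9% in these data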;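 note: 0% = DMSO-only wells and 100% = 3 µM delta7-dafachronic acid wells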
# DAX1 inh-2: inhibitors of human orphan nuclear receptor DAX1 (NR0B1). HEK293 Gal4-DAX1 luciferase reporter, luminescence. AID 504766. 340,000 compounds, 0.99% hits. inhibition, % at 6.75 µM. P51843;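 active = inhibition above the mean over all tested compounds plus 3 SD, cut at about 4.2% in these data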;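 note: 0% = DAX1-transfected cells with DMSO and 100% = empty-vector control cells with DMSO; inhibition shows as a rise in luminescence from relieved DAX1 repression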
# * marks the source's active call; other numbers are inactive results; . = not tested or not shown.
SMILES,GC-B act,hgDAF-12 ag,HGIII-sPLA2 inh,DAX1 inh-1,KLK7 zymogen act,NPR1 activator,FXN GAA850 act,hcDAF-12 act,SMARCA2 act,ssDAF-12 act,DAX1 inh-2
CSc1ccc(CCNC(=O)c2cc(C)nn2-c2ccccc2)cc1,-5.8,0.8,0.8,0.1,0.4,-5.2,-0.5,1.2,3.4,-1.8,0.8
CCOc1cc(/C=C2\SC(N3CCCCC3)=NC2=O)ccc1O,-6.5,2.0,-13.3,0.0,1.6,-5.7,1.5,0.9,6.5,-0.8,0.2
CN1CCN(c2ccc3c(c2)C2CC3CCN2C(=O)OCc2ccccc2)CC1 (stereo unspecified),-6.9,2.3,11.6,-0.4,0.4,-1.3,1.5,2.4,0.5,-1.5,0.0
COc1ccc(NC(C)=O)cc1S(=O)(=O)N1CC=C(c2ccccc2)CC1,4.3,0.6,5.1,0.4,-0.8,2.0,1.5,2.9,3.7,-0.6,-0.9
Cc1[nH]c2ccc(OC(=O)N3CCOCC3)cc2c1C(=O)OC(C)C,0.1,-5.1,-1.9,-1.8,-0.1,-3.2,0.2,-1.9,-6.2,-2.6,-1.2
CC1(C)Cc2noc(N)c2C(C)(C)N1OC(=O)c1cccs1,4.5,-0.7,0.3,-0.2,-0.8,4.8,-1.1,-1.3,-7.7,-1.0,0.1
O=C(C1CCC(CNc2c(N3CCCCC3)c(=O)c2=O)CC1)N1CCCCC1 (stereo unspecified),-0.9,-0.4,-4.4,0.5,-0.1,-4.1,-0.3,-0.1,-1.3,-0.9,2.3
COCCN1CCN(C(=O)C2CCC(=O)N(Cc3cccc(C(F)(F)F)c3)C2)CC1 (stereo unspecified),4.4,0.4,-2.1,-1.3,-0.1,2.0,1.1,-1.2,1.4,-1.1,-0.5
COc1nc(NCc2ccco2)nc(N2CCC(C)CC2)n1,-10.8,-1.2,-15.5,-0.1,-0.1,-18.4,5.7,-2.0,-1.3,-1.0,-0.7
Cc1ccc(S(=O)(=O)NC(C)C(=O)OCC(=O)Nc2sccc2C(N)=O)cc1 (stereo unspecified),7.5,2.2,-6.6,0.4,0.1,-1.4,0.7,-1.6,-1.5,-1.6,0.8
COc1ccc(-c2nnc(N3CCC(C)CC3)c3ccccc23)cc1,-1.2,-0.5,-8.5,0.3,0.4,-2.2,4.3,-0.5,0.2,-1.5,1.7
O=S1(=O)N=C(Nc2nncs2)c2ccccc21,4.0,1.0,-5.3,0.7,0.4,-1.1,1.7,-1.4,-3.8,-1.2,0.4
CCOc1ccc(N2C(=O)C(CC(=O)Nc3ccc(F)cc3)N(Cc3ccccn3)C2=S)cc1 (stereo unspecified),-5.3,3.5,-14.4,-0.4,-0.1,-1.0,-6.9,-1.4,1.8,-1.5,-1.5
O=c1cc(O)c(-c2cccc(C(F)(F)F)c2)c(Cl)[nH]1,-1.5,3.3,-5.5,-0.2,-0.2,3.2,0.5,-0.1,2.1,0.2,-0.1
O=C(COC(=O)c1ccc(Br)o1)Nc1ncc([N+](=O)[O-])s1,2.8,3.1,8.3,1.4,0.0,6.3,1.6,-1.0,1.7,-0.1,-0.1
CCOc1ccc(C(=O)NC(=S)NCc2cccnc2)cc1,2.6,-1.3,-0.2,0.2,-0.3,2.6,1.2,1.4,0.8,0.4,0.0
Cn1c(SCC(=O)Nc2ccc3[nH]c(=O)[nH]c3c2)nnc1-c1ccc(F)cc1,-2.1,1.7,-0.2,0.6,0.2,0.7,-2.2,1.9,-0.4,-1.4,0.3
Cc1cc(Br)cc(C=Nc2ccc(N3CCOCC3)cc2)c1O,-5.4,-0.6,1.1,-0.9,-0.6,9.8,-1.5,-1.0,-2.8,-1.6,0.7
CNS(=O)(=O)c1cc2c3c(cccc3c1)C(=O)NC2=O,7.6,0.0,2.5,0.1,0.2,9.9,2.8,-0.5,-1.4,-1.1,2.0
CCC(C)NC(=O)C1CCN(c2nc(OC)nc(OC)n2)CC1 (stereo unspecified),2.5,0.7,4.0,-0.1,-0.3,0.5,1.4,-1.2,-3.3,-1.2,0.3
CC(C)CN(C(=O)COC(=O)CN1C(=O)c2ccccc2C1=O)c1c(N)n(Cc2ccccc2)c(=O)[nH]c1=O,3.5,-1.2,-1.3,0.7,0.0,4.5,1.2,-1.3,-0.5,-0.6,-0.3
CCOC(=O)C1CCN(C(=O)Cc2ccc(C)cc2)CC1,8.6,-1.4,1.7,-0.3,-0.2,0.3,1.3,-1.7,-3.7,-0.5,-0.4
CCNC(=O)COc1ccc(/C=C2\COc3ccccc3C2=O)cc1OC,4.9,2.9,1.3,-1.2,0.4,8.8,-0.3,-3.2,1.8,-1.4,-1.1
O=C(NC(=S)Nc1ccccc1C(F)(F)F)c1ccccc1F,-2.2,-1.4,10.2,0.1,-0.2,0.2,3.4,0.3,-0.8,0.0,0.6
CSc1ccc(S(=O)(=O)NCC(=O)OCCOc2ccccc2)cc1[N+](=O)[O-],-3.2,2.4,-22.5,-0.5,0.4,-2.3,-0.4,0.7,3.6,-1.5,1.0
CC(C)CN(C(=O)COC(=O)CCN1C(=O)c2ccccc2C1=O)C1CCS(=O)(=O)C1 (stereo unspecified),0.6,-1.6,3.9,-0.3,0.3,0.7,-0.8,0.7,-1.5,-0.5,0.0
Cc1ccccc1NCc1nc2ccccc2n1C,-0.1,9.6,4.6,3.1,0.1,-1.1,5.4,8.4*,4.3,1.0*,3.1
O=C(Cc1ccc(S(=O)(=O)N2CCCC2)s1)Nc1cccc([N+](=O)[O-])c1,-0.5,0.5,-42.6,-3.9,-0.2,-0.1,-1.3,0.1,0.4,-1.3,-1.1
CCN(CC)C(=O)[C@H]1C[C@H](CC(=O)NCCCN(C)C)C(=O)N2CCc3c([nH]c4cc(CCC(=O)N(C)C)ccc34)[C@]12C,-3.2,-1.5,12.6,0.4,0.3,-2.0,0.6,0.4,-1.6,-0.8,0.1
CN(C)c1cccc2c(S(=O)(=O)NC(=O)[C@H]3O[C@@H](n4ccc(=O)[nH]c4=O)[C@H](O)[C@@H]3O)cccc12,4.4,-4.7,-2.2,-0.1,-3.2,5.9,.,-0.6,4.0,-0.5,.
CC(C)CNS(=O)(=O)c1ccc(CCC(=O)N2CCCC2)cc1,-1.4,-0.7,2.4,-0.1,0.8,-0.2,3.5,-0.7,-3.0,-1.1,-1.5
O=C1Nc2ccccc2C(=O)N2[C@H](c3ccc(F)cc3)[C@@H]3C(=O)N(Cc4ccccc4)C(=O)[C@@H]3[C@H]12,-3.2,-0.7,-16.1,-0.5,0.2,5.2,-0.4,0.3,1.2,-1.1,0.2
O=C1C(=O)N(c2ccc(O)cc2)C(c2ccccc2[N+](=O)[O-])/C1=C(\O)c1ccccc1 (stereo unspecified),0.4,3.1,-6.5,0.1,-2.1,0.2,1.2,5.5,-3.6,2.2*,2.0
Cc1cccc(CSc2nnc(-c3ccco3)n2C)c1,-3.1,2.9,2.2,-0.2,-1.0,-3.2,0.9,-0.4,-2.2,-1.6,2.6
Cc1nnc(SCC(=O)Nc2ccc(N3CCOCC3)cc2)n1-c1ccccc1,-6.5,-0.6,2.0,-0.8,0.0,0.8,0.8,-0.7,0.5,-0.9,1.0
Fc1ccccc1CN1CCCCCCC1,4.5,-3.0,8.5,-0.2,0.1,0.2,-0.3,-1.7,0.0,-1.6,-0.2
CN1CC(=O)NC1=NC(=O)c1ccc(Cl)c(S(=O)(=O)N2CCCCCC2)c1,5.4,3.1,-46.0,0.0,0.5,-0.3,1.4,-1.8,-2.5,-1.7,1.7
CC(CC(=O)N1CCN(c2ccc(C(F)(F)F)cn2)CC1)n1ccnc1 (stereo unspecified),2.9,-1.2,-3.3,-0.6,-0.3,-0.7,1.0,-0.8,-1.5,-1.5,0.1
Cc1ccc(-n2nnc3c(=O)n(CC(=O)N4CCOCC4)cnc32)cc1,-1.2,-1.5,1.4,0.4,0.0,2.1,-1.7,1.1,-3.5,-0.5,0.0
Cc1coc2c1c(C)cc1oc(=O)c(CC(=O)NCCC(=O)O)c(C)c12,3.8,-0.8,4.2,-0.4,30.2*,8.6,1.0,-0.7,-2.7,-0.8,0.5
Cc1ccc(S(=O)Cc2ccc(C(=O)N3CCN(C(=O)c4ccco4)CC3)o2)cc1 (stereo unspecified),-1.7,-0.2,5.8,-0.5,0.2,-0.9,-1.2,-2.0,0.2,-0.1,1.0
CCOC(=O)C1=C(c2ccccc2)OC(N)=C(C#N)C1c1ccco1 (stereo unspecified),1.6,-2.4,-5.5,-0.4,2.1,-1.5,2.2,-2.4,0.0,-0.9,0.5
COc1cccc2ccc(CC(O)(c3ccccc3)c3ccccc3)nc12,-12.7,3.3,-7.8,0.7,-0.2,-35.3,-1.6,4.3,-7.4,0.5,1.1
O=C(COC(=O)CCN1C(=O)C2CC=CCC2C1=O)NCCc1ccccc1 (stereo unspecified),-5.4,-0.9,1.9,-4.0,-0.2,-0.8,0.5,-0.5,1.5,-0.4,0.1
COC(=O)N/N=C/c1cn(CC(C)COc2ccccc2)c2ccccc12 (stereo unspecified),1.8,-0.1,-11.4,-1.6,0.0,0.5,-2.1,-4.5,-0.2,-2.2,-2.5
N#Cc1ccc(C(=O)Nc2ccc(S(=O)(=O)NC3=NCCCCC3)cc2)cc1,-8.8,-1.7,-1.4,-0.5,-0.4,-5.6,-0.3,-0.9,1.1,-1.6,0.3
COc1ccc2oc(C(=O)Nc3nc4ccccc4[nH]3)c(C)c2c1,-1.9,24.6*,-0.3,4.2*,-91.7,-5.9,4.6,5.0,6.9,0.5,2.0
O=c1oc2ccc(NS(=O)(=O)c3cccc4cccnc34)cc2s1,-2.7,-4.2,-21.8,0.0,-0.3,2.3,0.7,1.0,-2.5,-1.5,-0.8
COc1ccccc1C(CNC(=O)C1CC(=O)N(Cc2ccc(C)cc2)C1)N1CCCC1 (stereo unspecified),1.8,-2.0,-6.5,0.3,0.4,2.0,2.2,-1.1,0.0,-0.7,1.6
c1ccc2nc3c(nc2c1)c1ccccc1n3CCN1CCOCC1,-0.1,10.2,-6.0,-0.8,1.0,3.9,12.0*,1.8,11.0*,-1.4,1.6
CCN=C1SC(CC(=O)Nc2ccccc2OCC)C(=O)N1CC (stereo unspecified),1.2,-2.7,8.7,-0.7,-0.2,2.2,-1.3,0.0,-3.9,-0.6,1.3
CCNc1c(NS(=O)(=O)c2ccc([N+](=O)[O-])cc2)c(=O)oc2ccccc12,0.8,2.1,-3.2,0.1,0.1,-3.7,-0.2,1.2,-1.8,-0.5,-1.5
COCCNC(=O)C(=O)NNC(=O)CCc1ccccc1,2.5,1.7,1.3,-0.3,-0.1,-1.8,0.2,0.2,-0.1,-0.8,-0.8

# Printed as active in KLK7 zymogen act, of those listed so far:
Compound	GC-B act	HGIII-sPLA2 inh	DAX1 inh-1	KLK7 zymogen act	NPR1 activator	hcDAF-12 act	SMARCA2 act	ssDAF-12 act	DAX1 inh-2
Cc1coc2c1c(C)cc1oc(=O)c(CC(=O)NCCC(=O)O)c(C)c12	3.8	4.2	-0.4	30.2*	8.6	-0.7	-2.7	-0.8	0.5
